Hck Nef HTS – inhibitors of human Hck kinase activated by Nef | Recombinant Hck-YEEI plus Nef, Z-Lyte FRET kinase assay | inhibition, % at 20 µM | actives 0.68% (n = 220,000) | AID 463187;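 active = Hck-Nef kinase inhibition above about 50%, limit read from the data; inactive = inhibition below that limit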;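 also: 0% = DMSO with Hck plus Nef and 100% = Hck alone without Nef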
Target sequence (P08631 whole entry, looked up): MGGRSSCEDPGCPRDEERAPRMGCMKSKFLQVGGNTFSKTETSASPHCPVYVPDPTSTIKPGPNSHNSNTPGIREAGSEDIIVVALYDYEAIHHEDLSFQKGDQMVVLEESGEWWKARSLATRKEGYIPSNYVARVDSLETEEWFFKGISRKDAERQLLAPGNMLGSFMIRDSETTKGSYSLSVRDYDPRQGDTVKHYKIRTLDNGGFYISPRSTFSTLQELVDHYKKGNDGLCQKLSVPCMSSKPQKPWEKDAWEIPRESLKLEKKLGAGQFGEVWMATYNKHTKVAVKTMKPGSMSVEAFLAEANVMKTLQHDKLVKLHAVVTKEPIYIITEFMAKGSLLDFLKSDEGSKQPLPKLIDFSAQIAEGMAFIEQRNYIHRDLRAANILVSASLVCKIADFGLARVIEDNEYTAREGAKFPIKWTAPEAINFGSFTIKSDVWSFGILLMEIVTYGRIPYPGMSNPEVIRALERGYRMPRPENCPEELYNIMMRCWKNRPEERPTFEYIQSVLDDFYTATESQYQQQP
Runt-SMMHC FRET – Runt domain-CBFb-SMMHC interaction inhibition; actives 0.74% (n = 220,000); AID 1434; Cerulean-Runt/Venus-CBFb-SMMHC FRET ratio 530/480, 1 h; inhibition, % at 20 µM; Q01196+Q13951;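 active = mean inhibition across duplicate retests at 20 µM reaching about 50%, limit read from the data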;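 also: 0% = DMSO wells and 100% = wells with excess untagged CBFb-SMMHC; inhibitors lower the FRET ratio by blocking Runt binding to CBFb-SMMHC; some results filed as inactive read as strong as hits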
Wee1 degr inh – blocks degradation of human Wee1 kinase | P30291 | HeLa Luc-Wee1K328M stability, luciferase luminescence; 100% = proteasome inhibitor MG132 effect | reporter increase, % at 5 µM | actives 1.2% (n = 220,000);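 active = activation above the mean of all tested compounds plus 3 SD, set per screening run, cut at about 8.8% in these data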;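 also: cells exposed to compound for 20 h before luminescence read; 0% = DMSO alone and 100% = MG132 at 30 µM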
FXIa inh – factor XIa (human) inhibition. inhibition, % at 5 µM. actives 0.14% (n = 220,000). P03951. purified FXIa, Boc-Glu-Ala-Arg-AMC fluorogenic substrate;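 active = inhibition of at least 40%; inactive = inhibition below 40%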;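 also: fluorescence of freed AMC excited at 355 nm; 0% = enzyme without compound and 100% = no enzyme blank; many of its hits are not listed in these tables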
thrombin 1536 – thrombin (human) inhibition; P00734; actives 0.26% (n = 220,000); inhibition, % at 5 µM; alpha-thrombin, Boc-VPR-AMC fluorogenic substrate cleavage;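 active = inhibition at or above 40%; inactive = inhibition below 40%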;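 also: 0% = enzyme with no compound and 100% = wells without enzyme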
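Material: Human alpha-thrombin protein | Buffer or medium: pH 7.5 Tris-saline with Tween 20 | Reagent: Boc-VPR-AMC substrate, 15 µM final | Schedule: Reaction at ambient temperature | Detection: AMC fluorescence at 355 nm excitation and 460 nm emission | Evaluation: Percent inhibition scaled between no-compound controls and no-enzyme blanks | Controls: no-compound enzyme wells and no-enzyme blanks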
Runt-CBFb FRET – inhibitors of human RUNX1 Runt domain binding to CBFb | Q01196+Q13951 | Cerulean-Runt/Venus-CBFb FRET ratio 530/480, 1 h | inhibition, % at 20 µM | actives 0.46% (n = 220,000) | AID 1496;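 active = inhibition over about 50% at 20 µM in the single-dose screen, limit read from the data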;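 also: 0% = DMSO wells and 100% = excess unlabeled CBFb competitor control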
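Assay system: Cerulean-Runt domain fusion protein, energy donor; Signal: fluorescence energy transfer, 422 nm excitation, 530/480 nm emission; Timing: 1 h compound exposure, room temperature; Control set: unlabeled CBFb; Medium: Tris buffer pH 7.5 with salts and BSA; Compound: single test concentration of 20 µM, 1% DMSO final; Probe or stimulus: Venus-CBFb 100 nM.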
FXIIa inh – blocks human coagulation factor XIIa protease activity | P00748 | AID 800 | purified FXIIa, Boc-QGR-AMC fluorogenic substrate, 2 h | inhibition, % at 5 µM | actives 0.3% (n = 220,000); in the data active = inhibition above about 40%;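 also: 0% = enzyme with no compound and 100% = blank without enzyme; many of its hits are not listed in these tables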
14-3-3 Bad inh – disrupts binding of bovine 14-3-3 zeta to phospho-Bad peptide. TR-FRET 14-3-3zeta/Dy647-pBad peptide displacement, 1 h. inhibition, % at 21.7 µM. actives 0.71% (n = 220,000);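 active = inhibition above about 70%, limit read from the data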;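 also: 0% = full 14-3-3 plus peptide FRET controls and 100% = background without 14-3-3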
Target sequence (P63103 whole entry, looked up): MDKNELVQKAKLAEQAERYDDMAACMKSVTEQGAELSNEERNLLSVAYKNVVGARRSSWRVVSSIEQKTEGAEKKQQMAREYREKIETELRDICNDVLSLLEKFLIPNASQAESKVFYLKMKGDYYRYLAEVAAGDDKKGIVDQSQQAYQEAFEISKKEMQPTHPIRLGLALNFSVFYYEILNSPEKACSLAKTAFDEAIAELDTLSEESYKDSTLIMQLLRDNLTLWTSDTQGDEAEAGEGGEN
hK5 inh – inhibitors of human kallikrein 5. actives 0.59% (n = 210,000). inhibition, % at 5 µM. recombinant hK5, fluorogenic AMC substrate cleavage. AID 873. Q9Y337;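 active = inhibition of 40% or more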;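 also: 0% = enzyme controls without compound and 100% = no-enzyme blanks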
Active calls of the source: *; · = no result given; [ ] = another dose, or the depositor's remark.

Hck Nef HTS	Runt-SMMHC FRET	Wee1 degr inh	FXIa inh	thrombin 1536	Runt-CBFb FRET	FXIIa inh	14-3-3 Bad inh	hK5 inh	compound
3	4	0	2	-4	-2	6	5	-3	CCCc1nc2ccccc2c(C(=O)OC(C)C(=O)NCc2ccc3c(c2)OCO3)c1CC (stereo not given)
15	-7	-3	4	·	3	8	-8	1	Cc1cc(C(=O)N2CCOCC2)c(C)o1
1	4	-2	4	-1	0	15	-2	-11	CN(CCC#N)C(=O)COC(=O)c1ccc(Cl)c(S(N)(=O)=O)c1
-1	16	0	-18	-11	4	-24	·	-386	CCOC(=O)c1cc(-c2cccs2)nc2onc(C)c12
0	-1	0	6	14	-1	18	-18[fluorescence artefact?]	14	O=C(O)CCCC(=O)Nc1ccc(Cl)c(Cl)c1
10	-1	0	0	-2	1	5	-11	-2	Cc1ccc(S(=O)(=O)CCSc2ccc(C(F)(F)F)cn2)cc1
26	-3	7	-1	-10	-1	7	-5	3	COCCN(C(=O)C1CCCC1)c1c(N)n(Cc2ccccc2)c(=O)[nH]c1=O
1	-5	-4	2	-4	-1	8	-4	-11	CCOC(=O)C(C(=O)OCC)C(=O)c1cc(OC)c(OC)c(OC)c1
-1	-4	-3	2	2	0	11	-3	0	COCCNC(=S)N(c1ccccc1)C(C)C
-4	-2	-1	1	-1	0	8	3	-16	NC(=O)CC[C@@H]1NC(=O)[C@H](Cc2ccc(O)cc2)NC(=O)c2cc([N+](=O)[O-])cc(F)c2OCC[C@@H](C(N)=O)NC1=O
23	0	2	1	-10	-2	13	-12	2	CCOC(=O)C1CCCN(C(=O)COc2ccc(N(C)S(=O)(=O)c3ccc(F)cc3)cc2)C1 (stereo not given)
-4	-2	-2	-3	-3	0	5	11	5	COc1ccc(Cl)cc1S(=O)(=O)n1cnc2ccccc21
2	-2	0	17	11	2	38	40	-17	COc1cc(CNc2ccccc2SC)cc(OC)c1OC
-3	70	-1	5	3	22	9	-5[fluorescence artefact?]	-5	COc1ccccc1[C@@H]1C(c2cccc(C)c2)=NN(c2ccccc2)[C@H]1C(=O)N1CCOC1=O
6	-1	-2	-2	-5	-1	8	-5	-8	O/N=C/c1ccccc1OCc1ccccc1F
0	4	-1	-17	-6	0	-1	4	-54	CN(Cc1cc(=O)[nH]c2ccccc12)C(=O)c1ccccc1

Gathered by group, the entries above containing a carbonyl joined to an NH by a bond outside any ring (three)
Hck Nef HTS	Runt-SMMHC FRET	Wee1 degr inh	FXIa inh	thrombin 1536	Runt-CBFb FRET	FXIIa inh	14-3-3 Bad inh	hK5 inh	compound
3	4	0	2	-4	-2	6	5	-3	CCCc1nc2ccccc2c(C(=O)OC(C)C(=O)NCc2ccc3c(c2)OCO3)c1CC (stereo not given)
0	-1	0	6	14	-1	18	-18[fluorescence artefact?]	14	O=C(O)CCCC(=O)Nc1ccc(Cl)c(Cl)c1
-4	-2	-1	1	-1	0	8	3	-16	NC(=O)CC[C@@H]1NC(=O)[C@H](Cc2ccc(O)cc2)NC(=O)c2cc([N+](=O)[O-])cc(F)c2OCC[C@@H](C(N)=O)NC1=O

Three of the entries above in order of their number in Hck Nef HTS, largest number first:
Hck Nef HTS	Runt-SMMHC FRET	Wee1 degr inh	FXIa inh	thrombin 1536	Runt-CBFb FRET	FXIIa inh	14-3-3 Bad inh	hK5 inh	compound
23	0	2	1	-10	-2	13	-12	2	CCOC(=O)C1CCCN(C(=O)COc2ccc(N(C)S(=O)(=O)c3ccc(F)cc3)cc2)C1 (stereo not given)
1	4	-2	4	-1	0	15	-2	-11	CN(CCC#N)C(=O)COC(=O)c1ccc(Cl)c(S(N)(=O)=O)c1
-3	70	-1	5	3	22	9	-5[fluorescence artefact?]	-5	COc1ccccc1[C@@H]1C(c2cccc(C)c2)=NN(c2ccccc2)[C@H]1C(=O)N1CCOC1=O

Next structures follow:
Hck Nef HTS	Runt-SMMHC FRET	Wee1 degr inh	FXIa inh	thrombin 1536	Runt-CBFb FRET	FXIIa inh	14-3-3 Bad inh	hK5 inh	compound
19	0	-2	-6	-2	-1	6	-5	-20	O=C(O)CSc1nc2ccccc2n1-c1ccccc1
2	6	1	-6	5	5	8	-11	-5	O=C(NNC(=O)c1ccc(O)cc1O)c1ccc(Cl)cc1
0	0	-3	0	0	2	7	15	5	CCSc1nc2c(c(=O)[nH]c(=O)n2C)n1C/C=C(/C)Cl
19	1	0	-2	-3	0	7	-15	0	COc1ccc(C2CC(C)(c3ccc(OC)cc3OC)Nc3ccccc3N2)c(OC)c1 (stereo not given)
30	1	7	4	3	-1	14	-1	6	COc1cc(OC)cc(C(=O)NC(=S)Nc2nc(-c3cc4ccccc4o3)cs2)c1
1	3	0	12	29	1	20	31[fluorescence artefact?]	45*	COc1ccc(Cl)cc1N(CC(=O)NC(C)(C)C)S(=O)(=O)c1ccc(C)c([N+](=O)[O-])c1
18	-1	2	-3	-1	-6	7	-2	-2	COc1ccc(C(CC(=O)c2ccccc2)CC(=O)c2ccccc2)cc1OC
0	-1	2	2	4	1	11	1	-8	O=C(CCS(=O)(=O)c1ccc(Br)s1)NC1CCCCCC1
1	3	-1	4	16	0	4	-2	23	CC(C)OC(=O)c1c(NC(=O)Cn2cnc([N+](=O)[O-])n2)sc2c1CCCC2
0	0	0	-4	-6	-3	2	7	8	COc1ccccc1OCCCn1c(=O)sc2ccccc21
0	0	0	13	4	2	14	-2	-7	O=C(NNS(=O)(=O)c1ccccc1)c1sccc1-n1cccc1
3	3	2	12	0	-2	11	-8[fluorescence artefact?]	-8	C/C(CC(=O)NC1CCCCCC1)=N\NC(=O)c1cnccn1
3	0	0	-2	-4	·	8	3	-44	CCNC(=S)NNC(=O)c1cccn(Cc2ccc(Cl)cc2)c1=O
9	3	-1	35	16	2	28	2	28	O=C(c1nc2ccccn2c1CNCCCn1nnc2ccccc21)N1CCOCC1
8	4	7	4	2	-4	8	1	-9	COc1ccc(C(=O)COC(=O)CN2C(=O)C3C4C=CC(C5CC45)C3C2=O)cc1 (stereo not given)
0	0	-1	-13	-4	12	2	-7[fluorescence artefact?]	-18	O=C(O)C(C(=O)/C=C/c1ccco1)=C1SCCS1
-1	-6	-2	3	-1	-2	23	-1	-8	Cc1c(C(Nc2ccccn2)c2ccc(Cl)cc2)c(=O)n(-c2ccccc2)n1C (stereo not given)
23	0	·	-3	-6	2	3	-2	-2	O=C1C2C(c3ccccc3)CC=CC2[C@H](c2ccc(C(F)(F)F)cc2)N1Cc1ccccc1 (stereo not given in full)
8	-3	1	0	0	-1	7	-2	-3	CCOC(=O)c1c(NC(=O)CCC(=O)N(CC)CC)sc2c1CC(C)(C)OC2
15	4	-1	-2	-7	2	5	-9	-4	C/C(CC(=O)NC(C)C)=N\NC(=O)C(c1ccccc1)c1ccccc1
-8	-5	-2	-3	-1	0	2	16	-5	COc1ccc(NC(=O)c2ccccc2C(=O)N2CCCCC2)cc1
20	4	-3	-3	-8	2	5	-6	2	C/C(=N\NC(=O)CCCNc1ccccc1)c1ccncc1
2	0	0	-3	-5	-2	8	-12	2	c1ccc2c(c1)ccc1nnc(-c3ccc4c(c3)OCO4)n12
0	-1	1	-8	2	0	15	10	-12	CCOC(=O)c1cnc(-c2ccccc2)[nH]c1=O
24	1	1	6	0	-1	11	-12	-4	CC1CCCC(C)N1C(=O)COc1ccc(C(=O)Nc2ccccc2N2CCOCC2)cc1 (stereo not given)
6	4	2	3	-1	-1	13	-2	·	O=C(COC(=O)c1ccc(NS(=O)(=O)c2ccc(F)c(F)c2)cc1)NCC1CCCO1 (stereo not given)
-8	-3	5	-4	-4	1	3	-4	-10	Cc1c(/C=N/NC(=O)c2cccnc2)cc(C#N)n1C
3	0	0	1	1	1	7	-5	-2	Cc1ccc(NNC(=O)c2ccno2)c(C)c1
-1	-1	-3	2	-2	-3	7	9	-7	Cc1nc(NC(C)(C)CO)c([N+](=O)[O-])cc1[N+](=O)[O-]
2	0	7	-4	-4	-2	7	3[fluorescence artefact?]	4	O=C(Nc1ccc(N=Nc2ccccc2)cc1)c1ccccc1Cl
2	0	0	3	3	6	15	4	-9	O=C(COC(=O)c1cc(S(=O)(=O)N2CCc3ccccc3C2)ccc1Cl)NCc1ccco1
-2	3	-2	5	2	-3	12	-2	-8	O=C(c1ccc(F)cc1)c1cn(Cc2ccc(F)cc2)c2cc3c(cc2c1=O)OCCO3
0	5	-2	-5	3	1	3	2	4	Cc1ccc(S(=O)(=O)n2ccc(-c3cccc(OCc4c(F)cccc4Cl)c3)n2)cc1
-2	-5	1	0	-1	-2	4	-2	17	Clc1ccccc1/C=N/c1cc(-c2ccccc2)nn1-c1ccccc1
